# Bioassay records from PubChem.
# LAP4 TOR yeast – modulators of TOR pathway LAP4-GFP in S. cerevisiae. S. cerevisiae LAP4-GFP multiplex, flow cytometry GFP, 3 h; median GFP as percent of DMSO wells. 0.34% of 320,000 active. GFP response vs DMSO, % at 10 µM. AID 2023;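 active = GFP response vs DMSO above a set limit, about the screen mean plus 3 SD, cut at about 150% in these data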
# procasp3 activ – activators of human procaspase-3. recombinant procaspase-3 D3A, Ac-DEVD-pNA absorbance 405 nm. activation, % at 8.5 µM. 0.11% of 330,000 active;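 active = activation above the mean of all tested compounds plus 3 SD, cut at about 21% in these data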;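 note: 0% = DMSO alone and 100% = DMSO wells spiked with extra 5 µM PC-3 D3A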
#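 Assay system: Procaspase-3 D3A mutant, all three cleavage aspartates alanine. Buffer or medium: Zinc-free HEPES saline buffer with Triton X-100. Times: 1 h compound preincubation, 2 h substrate hydrolysis at 25 °C. Measured by: 405 nm absorbance of p-nitroaniline, reads at 0 and 120 min. Read-out basis: percent activation relative to control range. Replicates: singlicate.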
# RPL19A-GFP yeast – modulators of TOR pathway RPL19A-GFP in S. cerevisiae; S. cerevisiae RPL19A-GFP strain, flow cytometry, 3 h; active compounds read low; AID 2025; 0.3% of 330,000 active; percent response vs DMSO, % at 10 µM;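 active = percent response vs DMSO below 50%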;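 note: median channel GFP fluorescence of the barcoded RPL19A-GFP strain; ratio of sample median GFP to plate DMSO average so 100% = DMSO; lower means less RPL19A-GFP as with rapamycin TOR inhibition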
# MEP2 TOR yeast – modulators of TOR pathway MEP2-GFP in S. cerevisiae. S. cerevisiae MEP2-GFP strain, flow cytometry GFP, 3 h; 100% = DMSO control level. GFP response vs DMSO, % at 10 µM. 0.51% of 330,000 active. AID 2016;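 active = GFP response versus DMSO above a set limit, roughly screen mean plus 3 SD, cut at about 180% in these data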;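 note: median GFP fluorescence of the barcode-gated MEP2-GFP cells per well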
# AHR act – activators of human aryl hydrocarbon receptor; AID 2796; 2.5% of 320,000 active; AHR-responsive luciferase reporter cells, luminescence; P35869; activation, % at 5 µM; in the data active = activation above about 47%;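 note: 0% = vehicle wells and 100% = reference agonist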
# ZTA counter – ZTA (EBV) inhibition in EBNA-1 counter-screen. P03206. ZTA-DNA binding, fluorescence polarization. inhibition, % at 11 µM. 0.15% of 320,000 active. AID 2234; in the data active = inhibition above about 33%
# procasp7 counter – counter-screen for procaspase-3 activators: activators of human procaspase-7; P55210; recombinant procaspase-7, Ac-DEVD-pNA absorbance 405 nm; D23A/D198A/D206A triple mutant, cannot self-cleave; scale: DMSO 0, 5 µM enzyme 100; activation, % at 8.5 µM; 0.093% of 330,000 active; AID 463210;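 active = percent activation above the screen-wide mean plus 3 SD, cut at about 25% in these data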
#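 Replicates: singlicate. Assay system: Procaspase-7 triple mutant (PC-7 D3A). Signal: 405 nm absorbance of p-nitroaniline. Times: 1 h preincubation, 2 h reaction. Buffer or medium: Zinc-free HEPES pH 7.4 with 300 mM NaCl, 0.01% Triton X-100. Also added: DEVD-pNA substrate. Benchmarks: DMSO wells as 0%, DMSO with 5 µM added PC-7 as 100%.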
# EBNA-1 inhibitor – blocks EBNA-1 binding to DNA; EBNA-1 DNA binding, fluorescence polarization; inhibition, % at 14.8 µM; 0.34% of 300,000 active; in the data active = inhibition above about 28%
# Numbers without * were called inactive; . = not tested or not shown.
# Start of the listing, in advance:
SMILES,LAP4 TOR yeast,procasp3 activ,RPL19A-GFP yeast,MEP2 TOR yeast,AHR act,ZTA counter,procasp7 counter,EBNA-1 inhibitor
Cn1nc(C(=O)OCC(=O)Nc2ccc(Cl)cc2Cl)c2ccccc2c1=O,106,8,105,100,1,-1,11,.
Cn1c(=O)c([N+](=O)[O-])c(N2CCSCC2)c2ccccc21,99,-8,91,92,1,-8,-4,2
COc1nc(C)nc2c1ccc1ccccc12,101,-3,99,106,14,-16,-7,-10
CN(CC(=O)NC1CCCC1)S(=O)(=O)c1cnc[nH]1,94,-4,104,98,1,6,2,9
Cc1ccc(N(C(=O)CNC(=O)c2ccco2)C(C(=O)NC2CCCC2)c2ccncc2)c(C)c1 (stereo unspecified),93,11,104,108,6,-1,13,6

# The listing, previewed entries included:
SMILES,LAP4 TOR yeast,procasp3 activ,RPL19A-GFP yeast,MEP2 TOR yeast,AHR act,ZTA counter,procasp7 counter,EBNA-1 inhibitor
Cn1nc(C(=O)OCC(=O)Nc2ccc(Cl)cc2Cl)c2ccccc2c1=O,106,8,105,100,1,-1,11,.
Cn1c(=O)c([N+](=O)[O-])c(N2CCSCC2)c2ccccc21,99,-8,91,92,1,-8,-4,2
COc1nc(C)nc2c1ccc1ccccc12,101,-3,99,106,14,-16,-7,-10
CN(CC(=O)NC1CCCC1)S(=O)(=O)c1cnc[nH]1,94,-4,104,98,1,6,2,9
Cc1ccc(N(C(=O)CNC(=O)c2ccco2)C(C(=O)NC2CCCC2)c2ccncc2)c(C)c1 (stereo unspecified),93,11,104,108,6,-1,13,6
CN1CCN(CCCNC(=O)CN2C(=O)COc3ccccc32)CC1,98,-3,100,104,1,2,-8,-5
O=C1c2ccccc2C(=O)N1OS(=O)(=O)c1ccc(F)cc1,157*,-3,99,102,1,6,15,4
O=C(NCCCO)/C(=C\C=C\c1ccccc1)NC(=O)c1ccccc1Cl,112,5,110,111,8,4,0,-4
O=c1[nH]c2cccnc2n1Cc1ccccc1,103,-1,97,103,-1,4,10,4
O=C(N/N=C/c1ccc(N2CCCCC2)o1)C(O)(c1ccccc1)c1ccccc1,93,-7,101,101,3,-2,3,-3
O=c1ccc(-c2ccc(S(=O)(=O)Nc3ccccc3Cl)o2)n[nH]1,100,2,101,102,4,-5,-6,-15
CCOC(=O)C1=C(C)NC(=S)NC1c1cc(C)sc1C (stereo unspecified),109,-9,100,99,-1,8,-11,-16
O=C(NCc1cccnc1)c1ccc(CS(=O)(=O)c2ccc(Cl)cc2)o1,92,2,92,98,0,-1,-1,2
CC(C)[N+]1=C2C=CC=CC=C2SC12C([N+](=O)[O-])=CC(=[N+]([O-])[O-])C=C2[N+](=O)[O-] (stereo unspecified),.,-2,95,94,5,-10,-12,4
Cc1ccc(C2=NN(CCC(=O)NC3CCCC3)C(=O)CC2)cc1,97,5,102,111,3,19,3,-3
COc1ccc(CN(C(=O)c2ccc(-c3ccccc3)[nH]2)C(C(=O)NCC2CCCO2)c2ccc(C)o2)cc1 (stereo unspecified),102,-3,98,102,0,-11,8,2
CN(CC(=O)Nc1ccccc1C(=O)NC1CC1)Cc1ccc(Cl)s1,99,4,96,96,10,5,0,.
Cc1cc(C)n(CCC(=O)N/N=C/c2ccccc2O)n1,99,0,98,96,3,5,0,3
Cn1cc(/C=C(\C#N)C(=O)Nc2cccc([N+](=O)[O-])c2)c2ccccc21,91,-3,93,86,0,-20,-5,-10
COCCCNC(=S)NNC(=O)c1cccnc1,91,3,101,102,108*,-15,13,4
Cc1cc(C)c(C(=O)CSc2nc3ccccc3c(=O)[nH]2)cc1C,99,4,94,94,10,14,-9,-7
COc1ccc(-c2cc(=O)oc3c(C)c(OCC(=O)Nc4cccnc4)ccc23)cc1,97,4,100,97,10,8,1,6
COc1ccc(-c2cc3nc[nH]c(=O)c3s2)cc1,117,1,97,97,3,25,7,-8
Cn1cc(S(=O)(=O)N2CCCC2)cc1C(=O)NCc1ccc(Cl)cc1,94,3,95,98,0,14,-3,10
CC(=O)c1ccc(NC(=O)C2C3C=CC(C3=C(c3ccccc3)c3ccccc3)C2C(=O)O)cc1 (stereo unspecified),83,2,89,79,3,6,-7,-1
CC(C)(C)N(Cc1ccccc1)C(=O)COC(=O)c1cccc([N+](=O)[O-])c1,123,3,95,142,0,-15,15,-2
COC(=O)c1ccc(N2CCOCC2)c(NC(=O)c2ccc3c(c2)OCCO3)c1,91,0,103,98,0,-10,1,2
Cc1nnc(SCC(=O)NCc2ccc3c(c2)OCO3)n1C,94,9,96,100,3,-13,-5,0
COc1ccccc1NC(=O)C(=O)NCCC1CCCCN1S(=O)(=O)c1cccs1 (stereo unspecified),102,4,99,98,27,-14,3,4
Cc1cccc(OCC(=O)Nc2cc(C)c(C)cc2O)c1,106,1,100,102,11,5,-19,-2
Fc1cc2[nH]c(=S)[nH]c2c(Br)c1N1CCSCC1,102,-10,106,106,4,4,-6,-8
COc1ccc(NC(=O)Nc2ccc3nccnc3c2)cc1,96,-7,99,100,-9,-8,-1,-7
COc1ccc(/C=C(\C#N)C(=O)Nc2cccc(C)n2)cc1,95,-6,101,103,18,0,-5,-19
COc1ccc2cc3cc(C(=O)NCCN4CCc5ccccc5C4)sc3nc2c1,97,9,98,103,3,-18,3,8
Cc1ccc(S(=O)(=O)N(C)C)cc1NC(=O)COC(=O)c1ccc2ccccc2n1,107,-6,97,105,20,7,-2,.
CCNC(=O)/C(C#N)=C/c1c(N2CCCCCC2)nc2ccccn2c1=O,94,-2,106,109,-2,-6,2,-3
Cc1cc(-n2c(C)cc(C(=O)CSc3nncn3C(C)C)c2C)no1,108,3,100,104,12,-19,-6,-9
Cc1ccc(-n2c(CNc3ccc(F)cc3)nnc2SCC(=O)N2CCCC2)cc1,105,-1,100,100,-2,-3,-7,-4
COC(=O)/C(C(C)=O)=C(/C=C/C=C/N(C)C)N(C)C,111,-5,105,111,0,4,-4,5
COc1cc(-c2n[nH]c(=S)n2-c2ccc(Br)cc2)cc(OC)c1OC,89,-2,105,102,0,-14,-19,-5
CCOC(=O)C1CCN(CC(O)COc2ccc(C(=O)CC)cc2)CC1 (stereo unspecified),86,5,95,91,1,-2,3,-12
Cc1cc(C)cc(NC(=O)Cn2cc3c(n2)CCCCC3)c1,102,4,98,99,13,-16,-3,4
Cc1cccc(NC(=O)Cn2cnc3c(oc4ccccc43)c2=O)c1,102,2,100,98,2,-6,8,9
Cc1ccc(C(=O)Nc2ccc(O)cc2C(=O)O)cc1,99,4,101,105,3,0,6,1
Cn1c(=O)[nH]c(=O)c2c1nc(N1CCN(c3ccccc3)CC1)n2CCSc1ncccn1,96,9,103,91,1,-4,-2,9
Cc1ccc(C)c(S(=O)(=O)N2CCCC2CNC(=O)C(=O)NCc2ccco2)c1 (stereo unspecified),101,16,98,97,0,0,-3,-4
CCN1CCN(C(=O)c2ccc(OCC(=O)Nc3ccc(F)cc3)c(OC)c2)CC1,111,-1,98,104,0,-11,11,-1
COc1ccc(S(=O)(=O)Nc2cc([N+](=O)[O-])ccc2OC)cc1,89,1,101,97,0,4,-2,-5
CCC1=NN(C(=O)COc2ccccc2)C(O)(c2ccc(Br)cc2)C1 (stereo unspecified),93,-4,102,104,26,-13,9,-9
CC(C)C(=O)Nc1cccc(-c2cn3ccccc3n2)c1,98,-7,96,101,8,2,-2,-7
# More structures follow:
SMILES,LAP4 TOR yeast,procasp3 activ,RPL19A-GFP yeast,MEP2 TOR yeast,AHR act,ZTA counter,procasp7 counter,EBNA-1 inhibitor
O=C1CCN(c2ncccc2[N+](=O)[O-])CC1,99,-1,100,101,-3,-4,9,-4
CCC(C)NC(=O)C1CCN(CCCc2ccccc2)CC1 (stereo unspecified),85,3,103,115,1,7,15,3
Cc1cc(C)c(NS(=O)(=O)c2ccc3c(c2)NC(=O)CC(=O)N3)c(C)c1,106,6,108,103,1,-7,-2,-5
CCOc1cc(S(=O)(=O)n2c(C)nc3ccccc32)ccc1F,90,5,92,98,22,-5,10,1
Cc1oc(C(C)(C)C)cc1C(=O)Nc1cccc(/C=C\C(=O)O)c1,.,3,.,.,12,23,6,7
CN(C)CCNC(=O)Nc1cccc(Cl)c1Cl,92,2,89,90,1,9,1,8
O=C(COC(=O)[C@@H]1CCCN1S(=O)(=O)c1ccccc1F)Nc1ccc(OC(F)F)cc1,96,3,100,97,-2,-1,3,-3
CCCn1c2ccccc2c2cnn(CC(=O)NC3CCCCC3C)c(=O)c21 (stereo unspecified),95,3,98,101,2,-13,-6,4
CSc1nc(-c2ccco2)nn1C(=O)c1ccccc1,127,4,102,100,-2,2,8,0
Cc1ccc(NS(=O)(=O)c2c(C(=O)N3CCCCCC3)c(C)n(C)c2C)c(C)c1,94,-1,104,108,0,5,5,10
COc1cc(C(=O)N2CCN(C/C=C/c3ccccc3)CC2)cc(OC)c1OC,94,4,96,93,-1,16,3,5
CCC[C@@H]1CCCC/C=C\CCCC(=O)OCCN1C(=O)OC(C)(C)C,95,-2,101,87,-2,-14,0,.
Nn1c(SCC(=O)Nc2ccc3c(c2)OCCO3)nnc1C(F)(F)F,99,-2,97,107,2,8,2,2
N#CCCN(C(=O)COC(=O)c1cccc(S(=O)(=O)Nc2ccc([N+](=O)[O-])cc2)c1)c1ccccc1,109,0,106,109,0,5,10,-1
CC(c1ccccc1F)n1cc(C(=O)NCc2ccncc2)nn1 (stereo unspecified),103,3,100,96,1,20,-2,-3
COc1ccc(NCC(O)Cn2c(C)c(C)c3ccccc32)cc1 (stereo unspecified),104,-6,93,97,1,-6,-3,-17
CC1=C(CCN2CCN(C(C)C)C(CCO)C2)C(C)(C)CCC1 (stereo unspecified),99,10,94,101,2,4,-2,-1
COc1cc(CC(=O)OCC(=O)NCC(C)C)cc(OC)c1OC,104,8,105,107,-1,2,0,-5
CCCS(=O)(=O)N1CCc2ccc(NC(=O)C3CCCO3)cc2C1 (stereo unspecified),76,8,101,94,-1,5,-2,-1
O=C(COc1ccc(C(=O)NCC2CCCO2)cc1)Nc1cccc(C(F)(F)F)c1 (stereo unspecified),110,-4,88,91,2,-6,1,-15

# Record cards, from the list above.
# CCOC(=O)C1CCN(CC(O)COc2ccc(C(=O)CC)cc2)CC1 (stereo unspecified) reads LAP4 TOR yeast = 86; procasp3 activ = 5; RPL19A-GFP yeast = 95; MEP2 TOR yeast = 91; AHR act = 1; ZTA counter = -2; procasp7 counter = 3; EBNA-1 inhibitor = -12
# CCC(C)NC(=O)C1CCN(CCCc2ccccc2)CC1 (stereo unspecified) reads LAP4 TOR yeast = 85; procasp3 activ = 3; RPL19A-GFP yeast = 103; MEP2 TOR yeast = 115; AHR act = 1; ZTA counter = 7; procasp7 counter = 15; EBNA-1 inhibitor = 3

# Further structures follow.
SMILES,LAP4 TOR yeast,procasp3 activ,RPL19A-GFP yeast,MEP2 TOR yeast,AHR act,ZTA counter,procasp7 counter,EBNA-1 inhibitor
O=[N+]([O-])c1ccc(Oc2ccc(-c3cnc4ccccc4n3)cc2[N+](=O)[O-])cc1,105,2,101,105,37,3,-3,12
O=C(CSc1nnc(Cn2cnc3ccccc32)o1)c1ccccc1,96,3,94,98,5,0,-3,1
CCOc1ccc2c(c1)C(=O)c1cc(OCC(=O)O)ccc1-2,101,2,101,103,2,20,0,-3
COc1ccc(Cl)cc1NC(=O)Nc1cn(C)nc1C,120,9,109,122,20,-10,4,-15
CC(=O)N1c2ccc(S(=O)(=O)NCCc3ccccc3)cc2CC1C (stereo unspecified),101,2,103,98,3,-21,12,-8
COc1ccc(C(=O)CCC(=O)Nc2cccnc2)c(OC)c1,85,8,86,112,12,-7,13,-6
Cc1cccc(NC(=O)c2cc(-c3ccccn3)nc3ccccc23)c1C,106,-9,99,101,10,-14,3,13
O=C(O)CCC(=O)Nc1ccc(N2CCOCC2)cc1,90,4,87,94,5,6,-1,0
Cc1cccc(NS(=O)(=O)c2ccc(Cl)cc2)n1,96,10,104,104,-1,-18,10,-4
